# TSG101-PTAP inh: blocks PTAP/TSG101 interaction to inhibit HIV-1 budding; Q99816; Fluorescence polarization, FITC-PTAP peptide / Tsg101 binding; Potency, µM (doses to about 115 µM), inactives show at the top dose activity change, negative = inhibition, most hits filed as inhibitors; 340,000 tested, under 10 active; AID 493005; active = well fitted inhibition curve with a large enough effect in the main read-out, with a control signal flat, not every such curve was filed as active; inconclusive = small, poorly fitted or top-dose-only effect, or effect the other way, or a change in a side signal; inactive = no such curve, though single readings can be large or run the other way; also: potency is read from the fitted curve at half-maximal effect; % of control where 0% means no effect
#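 Steps: Tsg101 binding domain dispensed (10 uM final), compounds pinned in DMSO, FITC-labeled PTAP-motif peptide added (50 nM final); after 20 min binding at room temperature, polarization measured.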
# TCR activator: activates T cell receptor signaling; Potency, µM (doses to about 9.22 µM), without a hit: top-dose activation of IL-2 secretion, usual class: activators; primary human leukocytes, anti-CD3, IL-2 HTRF, 48 h; 330,000 tested, under 10 active; also: % of control where 0% means no effect
#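 Readout: HTRF IL-2, Eu-cryptate/d2 antibody pair, 320nm excitation, 665nm emission. Stimulus: a-CD3 beads, no co-stimulation. Cells: primary human leukocytes. Exposure: 48 hr with compound.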
# ELG1 repair inh: inhibitors of ELG1-dependent DNA repair in HEK293T cells | 2.3% of 330,000 active | HEK293T ELG1-luciferase reporter, luminescence, 16 h; DNA damage induced by 5-fluorouridine | Potency, µM (series often up to 46.1 µM), without a hit: at the top dose activity change, negative = inhibition, usual class: inhibitors; also: potency is read from the fitted curve at half-maximal effect; % is scaled to controls: 0 for no effect and ±100 for the full control effect; nearly all actives have a fitted effect of over 55% in size
#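 Reporter activity after DNA damage by 5-fluorouridine is monitored. Compound-treated cells incubate 16 hr at 37 °C, then ONE-Glo is added for 30 min before luminescence reading.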
# p53 reactivator: restores transcriptional activity of mutant p53; H1299 p53-A138V BP100-luciferase reporter, luminescence, 24 h; Potency, µM (highest dose often 92.2 µM), for the others: top-dose activity change, positive = activation, usual class: activators; 0.063% of 320,000 active; AID 504706; also: potency is read from the fitted curve at half-maximal effect; % of control where 0% means no effect; nearly all actives have a fitted effect of over 45% in size
#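 p53-null H1299 cells stably carrying temperature-sensitive p53-A138V and a BP100-luciferase reporter were pinned with compounds (4-point, 1:5 series) and held 24 hrs at 37 deg C. Luminescence was read 10 min after detection reagent.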
# BRCA1 expr act: BRCA1 expression activation | MCF7-BRCA1-FFLuc reporter, luminescence, 48 h; response scale: scaled: vehicle 0%, 10 µM genistein 100% | 1.1% of 380,000 active | Potency, µM (doses to about 46.1 µM), inactives show top-dose activation, most hits filed as activators; also: potency is read from the fitted curve at half-maximal effect; nearly all actives have a fitted effect of over 80% in size; some results filed as inactive show a strong effect at the top dose
#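 48 h compound treatment of MCF7-BRCA1-FFLuc cells (phenol-red free MEM, 37 °C), then 15 min with luciferase substrate and luminescence imaging.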
# a7 integrin act: activates integrin-mediated alleviation for muscular dystrophy; alpha7betagal myoblasts, beta-gal FDG fluorescence, 48 h; Potency, µM (doses to about 38.3 µM), for the others: at the highest dose activation, hits mostly activators; 0.064% of 350,000 active;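 also: potency is read from the fitted curve at half-maximal effect; 100% = response of the positive control SU9516; nearly all actives have a fitted effect of over 60% in size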
#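 alpha7betagal+/- myoblasts (passage 13, 250/well) treated 48 h at 37C with compounds at 1:260 dilution of DMSO stock. Lysed, then beta-galactosidase activity read as FDG fluorescence (ex 480/em 540) after 30 min, with pre-read for autofluorescence.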
# B2AR arrestin: recruits beta-arrestin to the human beta2-adrenergic receptor | P07550 | Potency, µM (titrated, usually from 46.1 µM), for inactives: at the top dose activation, usual class: activators | 0.02% of 330,000 active | beta-arrestin recruitment to beta2AR, cell-based reporter;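 also: potency is read from the fitted curve at half-maximal effect; 0% = DMSO controls and full agonism = EC100 isoproterenol or metaproterenol; nearly all actives have a fitted effect of over 65% in size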
# A-T KAP1 phos: candidate therapy for ataxia-telangiectasia; […] A-T fibroblasts, KAP-1 phosphorylation AlphaLISA; neocarzinostatin DNA damage 30 min before lysis; Potency, µM (series often up to 57.5 µM), for the others: top-dose activation, hits mostly activators; 0.19% of 320,000 active; AID 485349; also: potency is read from the fitted curve at half-maximal effect; % of control where 0% means no effect; nearly all actives have a fitted effect of over 45% in size
#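 hTERT-immortalized A-T patient fibroblasts ([…]), 500 cells/well in OPTI-MEM, 1% FBS, got compounds for 60 min, then NCS for 30 min at 37C. Lysates were then assayed for phospho-KAP-1 by AlphaLISA (anti-pKAP1 donor, anti-KAP1 acceptor beads), 6 hr at 25C.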
# TRPV1 ag: human TRPV1 agonism | Q8NER1 | TRPV1-expressing cells, Fluo-8 calcium influx, agonist mode | activation, % at 8.33 µM | 0.19% of 320,000 active | AID 540275; in the data active = activation above about 80%; inconclusive = between about 30% and that limit; also: 0% is about no effect
#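 Cells expressing TRPV1 were dye-loaded with Fluo-8 and read kinetically: 10 s baseline, 3 min after compound (agonist portion), then 2 min after EC20 capsaicin (allosteric enhancer portion). Calcium-bound dye fluorescence at 480/520 nm.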
# CXXC DNA block: MLL CXXC-DNA interaction inhibition; Q03164; MLL-CXXC / FITC-HOXA9 DNA fluorescence polarization; Potency, µM (titrated, usually from 115 µM), for inactives: at the highest dose activity change, negative = inhibition, usual class: inhibitors; 0.037% of 290,000 active; active = well fitted inhibition curve with a large enough effect in the polarisation, with a control signal flat, not every such curve was filed as active; inconclusive = small, poorly fitted or top-dose-only effect, or effect the other way, or a change in a side signal; inactive = no such curve, though single readings can be large or run the other way; the % refers to the polarisation; also: potency is read from the fitted curve at half-maximal effect
#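 Fluorescence polarization: 7 uM MLL-CXXC (stock) preincubated 5 min with compounds, then 50 nM fluorescein-HOX-A9 DNA (stock) added; 30 min ambient. Buffer 50 mM Tris-HCl pH 7.5, 50 mM NaCl, 1 mM DTT, 0.05% BSA.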
# * = called active by the depositor; ? = inconclusive; · = not tested or not shown; & = joins results of further samples; [ ] = another dose, or the depositor's remark. Unless noted, calls follow the shape of the dose curve; as a rule, active = well fitted curve in the direction sought with a large enough effect; inconclusive = small, poorly fitted or top-dose-only effect, or another doubt; inactive = no such curve, though single readings can be large; an effect the other way counts as inactive or inconclusive.
# Each structure is followed by: TRPV1 ag	TSG101-PTAP inh	A-T KAP1 phos	ELG1 repair inh	BRCA1 expr act	p53 reactivator	B2AR arrestin	TCR activator	a7 integrin act	CXXC DNA block
- CC(=O)Nc1nc(COc2ccc3ccccc3c2)cs1
  -11	-6%	·	?	43%[1.84 µM]	?	-1.1%	-2%	-29%	-2%
- Cc1ccc2c(c1)[C@H]1OCC[C@H]1[C@@H](c1ccncc1)N2
  ·	-10%	2%	6%	4%	0%	0.0%	9%	24%	2%
- Cc1ccc(C(=O)COC(=O)CCC(=O)Nc2cc(Cl)ccc2Cl)cc1[N+](=O)[O-]
  -1	-3%	1%	-1%	7%	1%	0.1%	2%	20%	2%
- CN(C)S(=O)(=O)c1ccc(C(=O)Nc2ccc(CN3CCCC3)cc2)cc1
  -5	-7%	11%	?	6%	-8%	-0.5%	9%	11%	3%
- Oc1ccc(/C=N/N=C/c2ccc(O)cc2)cc1
  2	-4%	-1%	6%	36%	1%	-0.3%	2%	7%	10%
- O=S(=O)(c1ccc2ccccc2c1)N1CCOCC1
  -2	-1%	4%	?	12%&-2%	-2%	0.0%	-5%	15%	17%
- O=C(Nc1ccccc1N1CCOCC1)c1ccncc1
  -2	0%	-6%	-6%	6%	-8%	-0.2%	-5%	9%	·
- CS(=O)(=O)N(CC(=O)N/N=C/c1cccs1)c1cccc(Cl)c1Cl
  4	-2%	-1%	-12%	-19%	-3%	-0.2%	1%	26%	3%
- O=C1C=C(c2ccc3cc[nH]c3c2)C[C@@H](c2ccc3c(c2)OCO3)C1
  4	1%	-11%	?	-45%	·	0.2%	-9%	-13%	·
- O=C(NCCCn1ccnc1)c1cccc(Cl)c1
  3	-7%	7%	2%	-9%	1%	0.1%	-5%	-7%	0%
- COc1ccc(NC(=O)C2CCCC2)cc1S(=O)(=O)N1CCOCC1
  1	1%	0%	-1%	-3%	1%	-0.9%	2%	14%	·
- O=C1c2ccccc2NC(c2cccc(O)c2)N1c1ccccc1 (stereo not given)
  1	0%	20%	-15%	8%	-2%	-0.8%	-3%	6%	-3%
- COc1ccc(C(=O)OCC(=O)NC(C)CCc2ccccc2)cc1OC (stereo not given)
  3	-5%	2%	-10%	-16%	-4%	-0.4%	-4%	20%	5%
- O=C(NO)c1ccc(OC(F)F)cc1
  2	-1%	-1%	13%	-39%	3%	0.2%	3%	15%	4%
- COC(=O)C(C)Sc1nc2c(cnn2-c2ccc(Cl)cc2)c(=O)[nH]1 (stereo not given)
  4	-4%	23%	15%	18%	-2%	0.9%	4%	-10%	16%
- CCCCn1c(N)c(N(CC(C)C)C(=O)CSCc2c(C)noc2C)c(=O)[nH]c1=O
  10	2%	-6%	7%	-15%	0%	-1.8%	-3%	6%	·
- O=C(CCS(=O)(=O)c1cccc2nonc12)NCCc1ccccc1Cl
  7	-3%	-1%	2%	11%	0%	-0.2%	·	11%	-4%
- CCCCn1c(-c2cccs2)nc2oc3ccccc3c(=O)c2c1=O
  15	-5%	4%	0%	6%	-3%	0.5%	1%	39%	3%
- COc1ccc(Cl)cc1NC(=O)c1cccc([N+](=O)[O-])c1O
  ·	-1%	·	·	-76%	·	·	-4%	12%	·
- CS(=O)(=O)Nc1ccc2c(c1)nc1n2CCOC1
  3	-6%	20%	-13%	3%	2%	-0.6%	-6%	-11%	3%
- CC(=O)c1cccc(NC(=O)/C(=C\c2ccco2)NC(=O)c2ccco2)c1
  4	-5%	15%	2%	6%	3%	-0.2%	0%	-8%	2%
- Cc1cccc(/C=N/NC(=O)c2ccc(F)cc2)n1
  2	-3%	6%	?	8%	26%	-0.4%	-5%	-34%	13%
- COc1ccc(/C=N/NC(=O)C(=O)NCc2cccnc2)cc1OC
  -3	-1%	1%	9%	0%	-2%	0.1%	-2%	-11%	-12%
- O=C(CCN=C1NS(=O)(=O)c2ccccc21)N1CCc2ccccc2C1
  1	1%	3%	2%	0%	14%	0.0%	5%	0%	0%
- COCc1nnc(NC(=O)c2cccc(NC(=O)C(C)C)c2)s1
  2	-3%	-2%	?	?	10%	-1.2%	-1%	3%	-5%
- CS(=O)(=O)N1CCc2cc(S(=O)(=O)Nc3ccc4c(c3)OCCO4)ccc21
  -2	-3%	3%	?	-71%	-23%	0.0%	10%	-38%	4%
- CC(C)N(CC(=O)Nc1ccc(Cl)cc1C(F)(F)F)C(=O)CCl
  0	-4%	-4%	?	-7%	-11%	0.1%	14%	-59%[inhibitor]	3%
- O=C(Cn1cnc2c(NCc3ccccc3)ncnc21)NCc1nc2ccccc2[nH]1
  ·	-6%	-20%	4%	-3%	-6%	-0.2%	-4%[46.1 µM]	6%	·
- CCOc1nc(NCCO)nc(Nc2cc(Cl)ccc2OC)n1
  13	1%	-3%	-17%	46%	12%	0.0%	0%	?	-3%
- COc1ccc2nc(C)cc(C(=O)O)c2c1
  -2	-4%	0%	-2%	15%	7%	-0.5%	0%	2%	11%
- C/C(=N\NC(=O)CSc1nc(C)cc(C)n1)c1ccc2c(c1)OCCO2
  2	-2%	1%	37%	-2%	23%	-0.1%	1%	0%	-1%
- CC(=O)Nc1ccc(S(=O)(=O)Nc2ccc(S(=O)(=O)Nc3nccs3)cc2)cc1
  1	-4%	3%	-3%	0%	3%	-0.4%	7%	4%	-2%
- CNC(=O)CSc1nc(-c2ccccc2)c(-c2ccccc2)[nH]1
  19	-4%	-7%	10%	-5%	-1%	0.0%	-3%	7%	13%
- O=C(Cc1ccc(NC2=NC3CS(=O)(=O)CC3S2)cc1)N1CCN(c2ccc(F)cc2)CC1 (stereo not given)
  -2	-5%	-7%	13%	19%	5%	-0.4%	-3%	-8%	·
- Cc1ccc(S(=O)(=O)NN2C(=O)c3ccccc3NC2C)cc1 (stereo not given)
  1	1%	5%	7%	-7%	-1%	-1.6%	0%	15%	?
- O=c1cc(CN2CCN(S(=O)(=O)c3cccc(Cl)c3)CC2)c2ccc(O)cc2o1
  ·	0%	12%	?	0%	-4%	0.0%	2%	10%	·
- CCOC(=O)N1CCN(C(=O)CNC(=O)c2nn(-c3ccc(OC)cc3)c(=O)c3ccccc23)CC1
  -7	-6%	8%	-5%	65%	?	0.1%	7%	-17%	-1%
- CCOc1ccccc1NC(=O)Cc1cccs1
  4	-7%	9%	2%	-5%	·	-1.2%	-1%	12%	-7%
- O=C1NC[C@H](Cc2ccccc2)N(CC2CCCCC2)C1=O
  0	-3%	-9%	2%	0%	-2%	0.4%	-7%	0%	-20%
- Cc1ccc(NC(=O)c2c(C)nc(Nc3nc4ccccc4o3)nc2C)cc1
  -1	-3%	10%	11%	-29%	3%	-0.1%	3%	5%	9%
- NNC(=O)c1cccc(O)c1
  2	-7%	-7%	16%	16%	?	-0.2%	-7%[46.1 µM]	?	0%
- CC1(C)OC(=O)C(=CNCCc2ccc(O)cc2)C(=O)O1
  -3	1%	-9%	-22%	8%	1%	-0.2%	0%	27%	19%
- COc1ccc(-n2c3nc4ccccc4nc3c3c(=N)oc(C)nc32)cc1
  0	0%	3%	-5%	-16%	-7%	-0.5%	-17%[46.1 µM]	1%	3%
- Cc1ccnc(SCC(=O)c2ccc(Br)s2)n1
  8	-9%	5%	?	35%	5%	0.0%	-3%	9%	-1%
- Cc1onc(-c2c(Cl)cccc2Cl)c1C(=O)NCc1cccs1
  3	0%	4%	0%	1%	-5%	-0.9%	-11%[46.1 µM]	0%	7%
- Cc1ccc(S(=O)(=O)NCCC(=O)NNC(=O)c2ccccc2Cl)cc1C
  0	0%	5%	22%	-4%	12%	-0.1%	-1%	12%	·
- O=C(NCC1CCCC(CNC(=O)N2CCc3ccccc32)C1)N1CCc2ccccc21 (stereo not given)
  10	-4%	0%	?	4%	1%	-0.4%	1%	-30%	24%
- CC(=O)c1c(C)[nH]c(C(=O)CN2C(=O)NC(C)(c3ccc4c(c3)OCCO4)C2=O)c1C (stereo not given)
  -1	-1%	4%	?	-36%	-7%	-0.1%	-6%	2%	·
- COC(=O)c1nn(C23CC4CC(CC(C4)C2)C3)c2c1C(=O)N(c1ccc(F)cc1)C2=O
  1	-1%	4%	8%	-17%	1%	0.4%	3%	11%	0%
- CCN1C(=NCC(C)C)N[C@@H](c2cccc(F)c2)C(C(=O)OC)=C1C
  12&3	1%	-5%&-3%	-12%	2%	8%	0.4%&0.0%	-1%	-11%	8%&15%
- COc1cc(C(F)(F)F)c(C(=O)N(C)Cc2cccc(Cl)c2)cn1
  3	1%	13%	?	-7%	-3%	-0.2%	0%	-5%	-2%
- O=C(Nc1nc2ccc(S(=O)(=O)N3CCCCC3)cc2s1)c1ccncc1
  1	0%	16%	?	1%	-15%	-0.7%	-3%	-20%	23%

# Screening results as filed in PubChem.
